Compound activity (PubChem BioAssay)
Sm TGR inh = qHTS Assay for the Inhibitors of Schistosoma Mansoni Peroxiredoxins; Potency, µM (doses to about 114 µM), for the others: at the highest dose activity change, negative = inhibition, actives largely listed as inhibitors; 360,000 tested, 3% active; purified TGR, DTNB reduction, TNB absorbance 405 nm; Schistosoma mansoni thioredoxin glutathione reductase (TGR), Q962Y6; also: potency is read from the fitted curve at half-maximal effect; nearly all actives have a fitted effect of over 60% in size
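First, TGR (20 nM dispensed) and NADPH were mixed with compound. Second, a 15 min room-temperature incubation followed. Third, further NADPH and then DTNB were added to start the reaction. Finally, TNB absorbance was monitored kinetically.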
AMA1-RON2 inh = qHTS for Inhibitors of AMA1-RON; Towards Development of Antimalarial Drug Lead: Primary Screen; 360,000 tested, 0.2% active; Plasmodium falciparum AMA1 (3D7) - RON2 peptide interaction; AID 720542, 2013; Potency, µM (titrated, usually from 58.2 µM), without a hit: top-dose activity change, negative = inhibition, hits mostly inhibitors; AlphaScreen AMA1-biotinylated RON2 peptide binding;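 also: potency is read from the fitted curve at half-maximal effect; 0% = vehicle wells and -100% = peptide control; nearly all actives have a fitted effect of over 45% in size; some results filed as inactive show a strong effect at the top dose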
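AMA1 (3D7) with his tag at 25 nM final met compounds first, then biotinylated RON2 peptide at 25 nM; detection used donor plus acceptor beads, 10 µg/mL apiece, read by AlphaScreen after 30 min at room temperature.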
HCMV inh = qHTS Assay for inhibitors of the human cytomegalovirus (HCMV); HFF cells, HCMV-luciferase reporter, 72 h; hits give low values; activity change, negative = inhibition, % at 57.5 µM; 410,000 tested, 4.5% active; AID 1259415, 2018; in the data active = activity change below about -60%; inconclusive = no clear call, values can overlap the other calls; inactive = above about -39%
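Cell-based, HFFs, 1000 cells/well, 16 h 37C; cpds in DMSO + HCMV-luc, MOI 1 PFU/cell; 72 h 37C; OneGlo luminescence after 5 min RT; norm. to buffer vs Salinomycin 10uM.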
Giardia FBPA inh = qHTS Assay for Inhibitors of Fructose-1,6-bisphosphate Aldolase from Giardia Lamblia. A8B2U2. purified Giardia FBPA. Potency, µM (titrated, usually from 59.6 µM), for the others: top-dose activity, negative = inhibition, most hits filed as inhibitors. 290,000 tested, 0.71% active. AID 2451, 2010; also: potency is read from the fitted curve at half-maximal effect; nearly all actives have a fitted effect of over 55% in size
Target sequence (A8B2U2 whole entry, looked up): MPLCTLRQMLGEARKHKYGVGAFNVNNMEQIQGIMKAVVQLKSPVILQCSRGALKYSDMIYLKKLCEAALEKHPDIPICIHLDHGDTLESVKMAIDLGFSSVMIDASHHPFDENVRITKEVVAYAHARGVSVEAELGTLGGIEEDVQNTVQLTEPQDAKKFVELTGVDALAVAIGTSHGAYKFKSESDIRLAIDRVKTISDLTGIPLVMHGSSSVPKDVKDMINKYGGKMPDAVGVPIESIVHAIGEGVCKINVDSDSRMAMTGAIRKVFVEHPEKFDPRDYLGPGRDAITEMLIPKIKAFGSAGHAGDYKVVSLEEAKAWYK
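40 nM FBPA preincubated 10 min at RT with compound (up to 57.5 uM final), then substrate plus GAPDH/TPI/NAD/arsenate coupling and diaphorase/resazurin added. Fluorescence read after 20 min at RT, 525/598 nm.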
AmpC inh detg = qHTS Inhibitors of AmpC Beta-Lactamase (assay with detergent) | Potency, µM (series often up to 114 µM), inactives show at the top dose activity change, negative = inhibition, actives largely listed as inhibitors | 370,000 tested, 0.041% active | AmpC hydrolysis of nitrocefin, absorbance 480 nm, 0.01% Triton | P00811;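 also: potency is read from the fitted curve at half-maximal effect; 0% = no-compound wells and -100% = no-enzyme wells; nearly all actives have a fitted effect of over 25% in size; some results filed as inactive show a strong effect at the top dose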
Target sequence (P00811 whole entry, looked up): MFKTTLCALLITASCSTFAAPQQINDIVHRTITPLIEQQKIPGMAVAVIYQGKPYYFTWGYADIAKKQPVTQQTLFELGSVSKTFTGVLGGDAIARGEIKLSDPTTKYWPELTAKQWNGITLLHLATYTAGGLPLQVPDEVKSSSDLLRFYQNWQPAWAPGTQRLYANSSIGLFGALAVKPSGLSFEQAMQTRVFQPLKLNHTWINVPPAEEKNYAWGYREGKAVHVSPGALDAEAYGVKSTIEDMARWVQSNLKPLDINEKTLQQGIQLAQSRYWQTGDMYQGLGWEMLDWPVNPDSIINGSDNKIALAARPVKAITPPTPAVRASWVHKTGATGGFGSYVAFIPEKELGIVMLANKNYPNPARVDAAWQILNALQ
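20 mM phosphate pH 7.0 + 0.01% (detergent screen) or 0.0001% Triton X-100; 5.3 nM AmpC reagent; cpd preinc 15 min RT; nitrocefin (800 uM stock) to start; A480 q20 s × 4 min; Activity was normalised to no-enzyme and no-compound control wells.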
AmpC no deterg = qHTS Inhibitors of AmpC Beta-Lactamase (assay without detergent). AmpC nitrocefin hydrolysis, absorbance 480 nm, 0.0001% Triton. Potency, µM (highest dose often 57.1 µM), for the others: top-dose activity change, negative = inhibition, most hits filed as inhibitors. 330,000 tested, 0.52% active. AID 485341, 2010;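 also: potency is read from the fitted curve at half-maximal effect; plate controls were no compound for no effect and no enzyme for full effect; nearly all actives have a fitted effect of over 20% in size; some results filed as inactive show a strong effect at the top dose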
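20 mM phosphate pH 7.0 + 0.01% (detergent screen) or 0.0001% Triton X-100; 5.3 nM AmpC reagent; cpd preinc 15 min RT; nitrocefin (800 uM stock) to start; A480 q20 s × 4 min; Activity was normalised to no-enzyme and no-compound control wells.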
Active calls of the source: *; ? = inconclusive; · = no result given; & = joins results of further samples; [ ] = another dose, or the depositor's remark. Unless noted, calls follow the shape of the dose curve; as a rule, active = well fitted curve in the direction sought with a large enough effect; inconclusive = small, poorly fitted or top-dose-only effect, or another doubt; inactive = no such curve, though single readings can be large; an effect the other way counts as inactive or inconclusive. Unless noted, % is scaled to controls: 0 for no effect and ±100 for the full control effect.

Order of values – Sm TGR inh | AMA1-RON2 inh | HCMV inh | Giardia FBPA inh | AmpC inh detg | AmpC no deterg
> COc1ccc(-c2[nH]ncc2/C=N\NS(=O)(=O)c2ccc(Cl)cc2)cc1
 : -15% | -5% | · | -3% | -11% | -52%
> CSc1cccc(NC(=O)Nc2ccccc2)c1
 : 13% | -22% | -12 | 0% | 8% | -20%
> CCOc1cc(C(=O)OCC(=O)c2c[nH]c3ccccc23)ccc1OCC(=O)N1CCOCC1
 : 3% | 7% | 52 | 0% | 4% | 88%[activator]
> Fc1ccc(C(CCCn2nnc(-c3cccnc3)n2)c2ccc(F)cc2)cc1
 : 19% | 0% | -76* | 0% | -12% | 41%
> O=c1[nH]c(=O)n(Cc2ccco2)c(O)c1C=NC1CCN(Cc2ccccc2)CC1
 : 9% | 0% | -6 | 5% | 4% | -19%
> CC(=O)c1ccccc1NS(=O)(=O)c1cccc2nonc12
 : 5% | 6% | 14 | · | 7% | -8%
> CN(Cc1ccc(Cl)c(Cl)c1)C(=O)c1cccc(S(=O)(=O)N2CCN(Cc3ccccc3)CC2)c1
 : -3% | 90%[activator] | 0 | · | -5% | 112%[activator]
> CCOc1ccccc1NC(=O)CC1(CC(=O)N2CCOCC2)CCCC1
 : 40µM* | -4% | -10 | · | -11% | -7%
> Cc1cc(=O)oc2cc(NC(=O)COc3ccccc3[N+](=O)[O-])ccc12
 : 4% | 7% | -7 | · | 0% | 7%
> O=C(NCCCCNC(=O)c1c(F)c(F)c(F)c(F)c1F)c1c(F)c(F)c(F)c(F)c1F
 : -6% | 0% | 19 | 0% | -13% | -13%
> Cc1cccc(CCn2c(=O)c3ccccc3n(Cc3cccc(F)c3)c2=O)c1
 : 9% | · | 4 | · | 14% | ·
> CCN(CC)CCCN(Cc1cc2cc3c(cc2[nH]c1=O)OCO3)C(=S)Nc1ccccc1
 : 1% | -9% | -5 | 7% | 0% | -26%
> CCCC1(c2ccccc2)NC(=O)N(CC(=O)Nc2ccc3c(c2)OCCO3)C1=O (stereo unspecified)
 : · | -4% | 24 | · | · | -36%
> O=c1nc2c(-c3ccc(F)cc3Cl)n[nH]n2c2ccccc12
 : 7% | · | 8 | · | -5% | ·
> Cc1ccc(S(=O)(=O)c2cn(C)c3cc(N4CCCCC4)c(F)cc3c2=O)cc1
 : -6% | · | -13 | · | 0% | ·

Single records, from the list above:
CCOc1ccccc1NC(=O)CC1(CC(=O)N2CCOCC2)CCCC1 in the list: Sm TGR inh: 40µM*; AMA1-RON2 inh: -4%; HCMV inh: -10; Giardia FBPA inh: ·; AmpC inh detg: -11%; AmpC no deterg: -7%
CCN(CC)CCCN(Cc1cc2cc3c(cc2[nH]c1=O)OCO3)C(=S)Nc1ccccc1 in the list: Sm TGR inh: 1%; AMA1-RON2 inh: -9%; HCMV inh: -5; Giardia FBPA inh: 7%; AmpC inh detg: 0%; AmpC no deterg: -26%

Copied from the results shown for reference:
Order of values – Sm TGR inh | AMA1-RON2 inh | HCMV inh | Giardia FBPA inh | AmpC inh detg | AmpC no deterg
> COc1ccc(-c2[nH]ncc2/C=N\NS(=O)(=O)c2ccc(Cl)cc2)cc1
 : -15% | -5% | · | -3% | -11% | -52%
> CSc1cccc(NC(=O)Nc2ccccc2)c1
 : 13% | -22% | -12 | 0% | 8% | -20%
> CCOc1cc(C(=O)OCC(=O)c2c[nH]c3ccccc23)ccc1OCC(=O)N1CCOCC1
 : 3% | 7% | 52 | 0% | 4% | 88%[activator]
> Fc1ccc(C(CCCn2nnc(-c3cccnc3)n2)c2ccc(F)cc2)cc1
 : 19% | 0% | -76* | 0% | -12% | 41%
> O=c1[nH]c(=O)n(Cc2ccco2)c(O)c1C=NC1CCN(Cc2ccccc2)CC1
 : 9% | 0% | -6 | 5% | 4% | -19%

Additional results follow:
Order of values – Sm TGR inh | AMA1-RON2 inh | HCMV inh | Giardia FBPA inh | AmpC inh detg | AmpC no deterg
> CCOC(=O)c1ccccc1Nc1cc(C)nc2nc(C)nn12
 : 4% | -2% | 4 | -1% | 2% | 0%
> CC(C)c1ccccc1NC(=S)NC(=O)C1CCCCC1
 : · | 45%[activator] | 27 | · | · | -30%
> Cc1ccc(NC(=O)CSCC(=O)Nc2cc(Cl)ccc2N2CCN(C)CC2)cc1
 : -6% | 69%[activator] | -35 | · | -12% | 74%[activator]
> COc1cccc(CNC(=O)C2CCN(S(=O)(=O)c3ccc(-n4cnnn4)cc3)CC2)c1
 : 7% | 1% | -25 | 5% | -1% | 5%
> CC(C)Cn1c(N)c(C(=O)CSc2nc3ccccc3c(=O)n2CCCN2CCOCC2)c(=O)n(C)c1=O
 : 0% | · | · | 5% | -4% | 18%
> CCOC(=O)N1CCN(C(=O)COc2cccc3c2CCN(Cc2ccccc2F)C3=O)CC1
 : 2% | 0% | ? | 9% | 0% | 142%[activator]
> COC(=O)c1c(F)c(F)c(N2CCOCC2)c(F)c1F
 : -4% | 0% | -5 | 1% | 5% | -13%
> Cc1ccc(S(=O)(=O)NC(C(=O)OCC(=O)NC(=O)c2cccn2C)C(C)C)cc1 (stereo unspecified)
 : 2% | -4% | 26 | -1% | ? | -24%
> CCOC(=O)N1CCC(NC(=O)C(C)n2c3ccccc3c3cnn(C)c(=O)c32)CC1 (stereo unspecified)
 : 0% | 5% | 19 | 2% | ? | 50%
> CCC(=O)c1cc(F)ccc1OCC(=O)Nc1ccc2c(c1)OCCO2
 : -1% | 6% | -18 | · | -7% | -12%
> CN(C)c1ccc(/C=C/C(=O)c2c(O)c3ccccc3oc2=O)cc1
 : 0% | -16% | 17 | -6% | -1% | -35%
> CN(C)CCNc1c2c(c(C#N)c3nc4ccccc4n13)CCCC2
 : -12% | 13% | -8 | -12% | -11% | 115%[activator]
> O=C(O)CC1S/C(=N/N=C/c2ccc(-c3ccc(Cl)c([N+](=O)[O-])c3)o2)NC1=O (stereo unspecified)
 : -35% | 49%[activator] | ? | -4% | -3% | -32%
> CC1(C)COC2(OC1)C(=O)N(CN1CCOCC1)c1ccccc12
 : 7% | 20% | -23 | 3% | -5% | -11%
> O=C(COC(=O)c1cccs1)Nc1ccccc1[N+](=O)[O-]
 : -4% | -2% | 14 | 0% | 2% | -27%
> Cc1ccc(N(CC(=O)N2CCN(Cc3ccccc3)CC2)S(C)(=O)=O)cc1C
 : -1% | 1% | -23 | 3% | 2% | 126%[activator]
> CCOC(=O)N1CCN(Cc2nc3cc(NC(C)=O)ccc3n2C(C)C)CC1
 : -3% | · | 69 | · | 24% | ·
> O=C(Nc1cccc(S(=O)(=O)Nc2ccc(SC(F)F)cc2)c1)C1CCC1
 : · | -6% | -26 | · | · | -31%
> COC(=O)NNC(=O)c1ccc(C)c(Br)c1
 : 1% | 10% | ? | -3% | 13% | -18%
> N#Cc1c(NC(=O)C2CC2)sc2c1CCCCC2
 : -29% | -9% | 21 | -10% | -9% | -29%
> O=C(O)c1ccc(NC(=O)c2cc3ccccc3o2)cc1
 : -4%&52% | -4% | 41&78 | -2% | -21%&15% | -17%
> CCOc1ccc(Br)cc1/C=N/NC(=O)c1ccncc1
 : 6% | -20% | -9 | -24% | 1% | -4%
> CCOC(=O)C1(CCOc2ccccc2)CCN(Cc2ccc(OC)c(O)c2)CC1
 : -1% | -2% | 43 | 2% | -7% | 34%
> O=C(Cn1cnc2ccccc2c1=O)Nc1ccc(N2CCOCC2)cc1
 : 54%[activator] | -14% | -22 | 3% | -7% | 7%
> Cn1nc(C(=O)OCC(=O)NCc2ccc(Cl)cc2)c2ccccc2c1=O
 : · | -1% | -21 | · | · | 0%
> COc1ccc(NC(=O)C(=O)N/N=C/c2cccnc2)cc1
 : 4% | 4% | -16 | 1% | -3% | -7%
> COc1ccc(Cl)cc1NC(=O)CCS(=O)(=O)c1cccc2nonc12
 : -25% | · | -86* | · | -2% | ·
> CC(C)CCN(C(=O)CCCSc1nc2ccccc2[nH]1)c1c(N)n(Cc2ccccc2)c(=O)[nH]c1=O
 : 7% | 14% | -12 | · | ? | -11%
> O=C(CSc1nc2c(c(=O)n1-c1ccc(F)cc1)SCC2)NCC1CCCO1 (stereo unspecified)
 : -22% | ? | 24 | -5% | ? | -12%
> COc1cccc(CN(C)C(=O)CNC(=O)c2ccc(-c3ccccc3)cc2)c1OC
 : -2% | 13% | -71* | -1% | -1% | 50%
> Cc1ccc(NC(=O)CCN2C(=O)CSC2=O)c(C)c1
 : -3% | -4% | 63 | 0% | -14% | -3%
> CCc1nn(CCCC(=O)NCc2ccco2)c(=O)c2cc3occc3n12
 : -17% | -18% | ? | 13% | -1% | -2%
> O=c1ccc2[n+]([O-])c3ccc(O)cc3oc-2c1
 : 2.2µM* | 3% | -61* | ? | 0% | -31%
> O=[N+]([O-])c1ccccc1NCCNS(=O)(=O)c1ccc(Cl)cc1
 : -8% | -3% | -7 | -10% | 1% | -29%
> CCOC(=O)N1CCC(N(CCOC)C(=S)Nc2cccc(SC)c2)CC1
 : 1% | -10% | ? | ? | -4% | 12%
> S=C(NCc1ccccn1)Nc1ccc(Cl)c(Cl)c1
 : 1% | 22% | 11 | -9% | -7% | -40%
> COCCn1c(SCC(=O)Nc2ccccc2)nc2c(oc3ccccc32)c1=O
 : 3% | 1% | -17 | 4% | 2% | -18%
> CCC(=O)N(CCc1ccccc1)Cc1cc2cccc(C)c2[nH]c1=O
 : 12% | -4% | 8 | 2% | -13% | 44%
> CC(Sc1nc2cc(Cl)ccc2s1)C(=O)Nc1cccc(S(=O)(=O)N2CCOCC2)c1 (stereo unspecified)
 : 1% | -8% | -27 | -6% | 0% | -5%
> CCOC(=O)c1cc(C#N)c(SCC(=O)c2cc(C#N)c(SC)nc2C)nc1C
 : -8% | 0% | 29 | 12% | -11% | -37%
> O=C(/C=C/c1ccccc1)NC(NC(=S)Nc1cccc(O)c1)C(Cl)(Cl)Cl (stereo unspecified)
 : -4% | 7% | -21 | -7% | ? | -44%
> Cc1cc(Cl)ccc1OCC(O)CN1C(C)CCCC1C (stereo unspecified)
 : 1% | · | · | 4% | 5% | -2%
> CN1C(=O)C(=Cc2ccccc2Oc2ccc(Cl)cc2)C(=O)N(C)C1=O
 : ? | 3% | -19 | -13% | 3% | -19%
> O=C(COC(=O)c1ccc2c(c1)OCO2)Nc1ccccc1
 : 4% | 2% | 22 | -1% | 3% | -29%
> COc1cc(NC(=O)Cn2cnc3c(SC)nc(N)nc32)cc(OC)c1OC
 : · | 3% | 10 | · | · | 0%
> COc1cc(/C=N/n2c(-c3ccc4c(c3)NC(=O)CO4)csc2=Nc2cccc(C)c2)ccc1O
 : -12% | 2% | -96* | 5% | 0% | -19%
> Cc1cc(Cl)ccc1NC(=O)CCC(=O)O
 : 5% | 10% | -19 | 5% | -9% | -4%
